Bioassay records from PubChem.
DENV2 CPE rescue: inhibitors of DENV2 cytopathic effect, primary screen, cell-based, plate reader, single concentration | CPE inhibition, % at 9.99 µM | DENV2-infected cells, cytopathic effect rescue | 350,000 compounds, 1.7% hits | AID 651640, 2012; in the data active means CPE inhibition above about 20%, passing the limit was not always enough; inconclusive means no clear call, values can overlap the other calls; tested in BHK-21 cells;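 further: 0% = median of neutral control wells and 100% = median of positive control wells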
PAX8 reporter: inhibitors of PAX8-driven TPO luciferase reporter, primary screen, RMG-I cells, single concentration; SteadyGlo, 24 h; 360,000 compounds, 1.2% hits; inhibition, % at 12.6 µM; AID 652154, 2013;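 active means mean replicate inhibition at least 60% with every replicate also reaching 60%; inconclusive means only one of the two criteria is met; inactive means mean below 60% and not all replicates reaching 60%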;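 further: luciferase light reporting Pax8 driven TPO promoter activity; plate controls were median of neutral control wells for no effect and mitoxantrone controls for full effect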
EWS-Fli inh: EWS/Fli-driven NR0B1 reporter inhibitors, primary screen, A673 cells, NR0B1 luciferase, luminescence, MLPCN library. AID 651661, 2012. inhibition, % at 12.6 µM. viability-normalised. 350,000 compounds, 0.67% hits;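 active means mean inhibition of at least 50% after viability correction, with every replicate also passing that limit; inconclusive means mean reaches 50% but only one of two replicates passes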;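 further: firefly luciferase signal divided by Alamar Blue viability fluorescence both relative to DMSO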
ERp5 inh: inhibitors of ERp5-driven insulin aggregation, primary screen, biochemical, turbidity, absorbance 650 nm, single point. Protein disulfide-isomerase A6 (Homo sapiens), Q15084. 90 min. inhibition, % at 9.99 µM. 350,000 compounds, 0.05% hits. AID 651711, 2012;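 active means mean replicate inhibition above about 25%, with every replicate also reaching it, limit read from the data, passing the limit was not always enough; inconclusive means only one of those two criteria met; inactive means neither criterion met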
Target sequence (Q15084 whole entry, looked up): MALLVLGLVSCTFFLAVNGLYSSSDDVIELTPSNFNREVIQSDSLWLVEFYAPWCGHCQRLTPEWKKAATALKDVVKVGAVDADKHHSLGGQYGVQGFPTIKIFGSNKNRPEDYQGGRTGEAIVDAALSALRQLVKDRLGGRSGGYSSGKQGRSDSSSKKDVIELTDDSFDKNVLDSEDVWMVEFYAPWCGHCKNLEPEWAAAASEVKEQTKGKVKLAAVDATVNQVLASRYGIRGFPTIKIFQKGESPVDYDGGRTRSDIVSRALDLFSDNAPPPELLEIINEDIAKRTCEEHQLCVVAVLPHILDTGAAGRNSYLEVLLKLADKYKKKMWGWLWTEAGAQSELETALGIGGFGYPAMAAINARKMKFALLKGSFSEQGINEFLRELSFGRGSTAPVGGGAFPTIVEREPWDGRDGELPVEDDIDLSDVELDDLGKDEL
ARNT TACC3 PPI: disruptors of ARNT/TACC3 protein interaction, primary screen, biochemical, AlphaScreen, single concentration; Transforming acidic coiled-coil-containing protein 3 (Homo sapiens), Q9Y6A5; AlphaScreen His-ARNT PAS-B/GST-TACC3 binding, luminescence; TACC3 fragment carries E629A point mutation; inhibition, % at 9.99 µM; 390,000 compounds, 0.66% hits;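 active means mean inhibition of replicates at least 50% and at least half of replicates each reaching 50%; inconclusive means half or more replicates reach 50% but mean below 50%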;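 further: 0% = complete ARNT plus TACC3 wells and 100% = ARNT alone without TACC3; many hits fall short of the cut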
CFTR F508del cor: F508del CFTR correction, initial screen, CFBE line, single point. activity (quench increase), % at 7.58 µM. CFBE cells, YFP halide quenching; stimulated with forskolin plus potentiator P3; % fluorescence drop versus neutral controls. 350,000 compounds, 0.36% hits. AID 720511, 2013;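 active means mean added fluorescence quench of at least 8% versus neutral control, with both replicates also reaching 8%; inconclusive means only one of the mean or replicate conditions met; inactive means mean below 8% and not both replicates reaching 8%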;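 further: cells transiently co-express mutant CFTR-F508del with the halide-sensitive YFP; corrector assay measuring rescue of mutant channel to the surface after 24 h compound exposure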
INS-1E GSIS act: GLuc luminescence reporter in INS-1E cells, primary screen for activators of glucose-dependent secretion of insulin; INS-1E GLuc reporter insulin secretion, 2-3 h; activation, % at 16.6 µM; 370,000 compounds, 0.61% hits;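 active means lowest replicate activation of at least 40%, so every replicate reaches that level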;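 further: 0% = median of neutral control wells and 100% = median of IBMX positive control wells; some compounds called inactive have numbers as strong as hits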
XiGFP reactiv: activators of inactive X chromosome reactivation, primary screen, imaging, XiGFP fibroblasts, GFP high-content imaging, set 2; AID 743238, 2013; activation, % at 7.58 µM; XiGFP mouse fibroblasts, % GFP-positive cells imaging, 3 d; cells co-treated with 5-aza-dC sensitizer; scaled so ellipticine positive control = 100%; 360,000 compounds, 0.055% hits;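 active means mean normalized replicate activation at least 10% and every replicate at or above 10%; inconclusive means only one of the two criteria met; inactive means mean below 10% and not all replicates reach 10%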;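 further: 0% = median of on-plate neutral control wells and 100% = ellipticine 6 µM median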
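Schedule: 3 d treatment, 15 min room-temperature fixation; system: 68-5-11 XiGFP fibroblast line; buffer or medium: DMEM plus 5-aza-dC sensitizer; control set: ellipticine 6 µM positive control; compound: one concentration, pinned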
Numbers without * were called inactive; ? = inconclusive; . = not tested or not shown; & = joins results of further samples; ! = repeats disagree.

The line under a structure holds: DENV2 CPE rescue | PAX8 reporter | EWS-Fli inh | ERp5 inh | ARNT TACC3 PPI | CFTR F508del cor | INS-1E GSIS act | XiGFP reactiv
1. O=C(Nc1ccc2ncccc2c1)c1cc(Cl)ccc1Cl
 : 4 | -77 | -71 | 2 | -4 | -2.3 | 10 | 0.1
2. CCN(C(=O)COc1ccc(N(C)S(=O)(=O)c2ccc(NC(C)=O)cc2)cc1)C1CCCCC1
 : 18 | 7 | 3 | -4 | -1 | 2.9 | . | 0.1
3. O=C(COC(=O)COc1ccc(Br)cc1)NCc1ccccc1
 : 6 | 3 | -6 | 1 | -8 | 5.1 | 27 | -0.2
4. CCC(=O)Nc1ccc2c(c1)C(=O)N(C)C[C@H](OC)[C@@H](C)CN(C(=O)COC)[C@H](C)CO2
 : 4 | -4 | -2 | -3 | -19 | 0.0 | 17 | -0.5
5. O=C(NCC[C@H]1CC[C@@H](NS(=O)(=O)c2cccc(F)c2)[C@H](CO)O1)C1CCOCC1
 : 6 | . | -4 | -10 | -9 | -1.1 | -1 | -0.4
6. COc1cccc(Nc2nc(C)cc(C)c2C(N)=O)c1
 : 6 | -7 | -1 | 0 | -1 | -2.6 | -11 | 0.0
7. CC(C)C(=O)Nc1ccc2oc(=O)ccc2c1
 : -1 | -3 | 11 | 1 | 28 | 3.7 | 4 | 0.3
8. C(#CSCc1ccccc1)SCc1ccccc1
 : -5 | -32 | -44 | 0 | . | -0.1 | 4 | 0.0
9. CCN1C(=O)[C@@H]2[C@@H]3CN(S(=O)(=O)c4ccc(C)cc4)[C@@H](c4ccccc4F)[C@@H]3C(=O)C[C@@H]2C1=O
 : 21* | -10 | -12 | 1 | . | -0.7 | -2 | 0.5
10. CC(=O)N(C)C[C@H]1Oc2ncc(C#Cc3ccncc3)cc2C(=O)N([C@@H](C)CO)C[C@H]1C
 : ? | . | -9 | 2 | -1 | -1.9 | 4 | 0.5
11. CN(CC(=O)Nc1cccc(F)c1)CC(=O)Nc1cccc(S(N)(=O)=O)c1
 : -1 | -3 | 5 | 5 | -4 | 1.1 | 9 | -0.1
12. COc1ccccc1NC(=O)c1ccccc1-c1ccccc1C(=O)O
 : 8 | -15 | -2 | 6 | 8 | -2.0 | 16 | 0.0
13. CCc1cc(C(=O)N2CCN(c3ncccn3)CC2)sc1C
 : 5 | . | 1 | 0 | -22 | 0.6 | 10 | -0.2
14. COc1ccc(NC2=Nc3ccccc3N[C@@]23C[C@H]2CCCC(=O)N4CC[C@@H](C3)[C@@H]24)cc1
 : -20 | -21 | -17 | 4 | 4 | -1.9 | -8 | 0.0
15. C[C@H]1CN([C@@H](C)CO)C(=O)c2cc(NC(=O)c3ccncc3)ccc2O[C@H]1CN(C)S(C)(=O)=O
 : -9 | -2 | 1 | 7 | . | 3.9 | 3 | -1.2
16. CCc1cc2cccc(C)c2nc1SCC(=O)Nc1nonc1C
 : -6 | 20 | -14 | -9 | -3 | -1.2 | -6 | 0.0
17. CC(Oc1ccc(F)cc1)C(=O)Oc1ccc(N(C)S(=O)(=O)c2ccccc2)cc1 (configuration not stated)
 : . | -4 | -1 | 1 | 0 | 2.0 | 2 | -0.1
18. COc1cc(C(=O)Nc2cccc(C(C)=O)c2)cc(OC)c1OC
 : 11 | 2 | 5 | 1 | 0 | -3.4 | -3 | -0.1
19. O=[N+]([O-])c1ccc(O)c(CNCc2ccccc2)c1
 : -4 | 8 | 6 | 0 | -1 | -1.9 | -23 | 0.0
20. CCCN(C)C[C@H]1Oc2cc(C#C[C@H](C)O)ccc2S(=O)(=O)N([C@H](C)CO)C[C@H]1C
 : 1 | . | -2 | 1 | 19 | 2.9 | 8 | 0.0
21. CCOc1ccc(C(=O)NC(=S)Nc2cccc(S(=O)(=O)NC3=NCCC3)c2)cc1
 : -10 | 10 | 59* | 2 | 0 | 7.9 | -1 | 1.3
22. O=C(O)c1cccc(N/N=C/C2=C(Cl)c3cc(Cl)ccc3SC2)c1
 : 4 | -77 | -40 | 1 | -7 | -3.2 | -20 | 0.0
23. CCC(CC)NC(=O)c1cc([N+](=O)[O-])ccc1N1CCOCC1
 : . | -9 | . | . | -4 | . | 21 | 0.0
24. CC(C)Nc1nc(NCCOc2ccccc2Cl)c2sc(-c3ccccc3)cc2n1
 : -5 | 11 | 23 | 3 | . | 0.0 | 3 | 0.1
25. CN1CCC(OC(=O)Cc2ccc(Cl)cc2)CC1
 : 7 | 13 | 18 | 3 | 0 | . | 8 | 0.1
26. O=S(=O)(Cc1ccccc1Cl)NCCc1ccccc1
 : 1 | 7 | -7 | -1 | 5 | 0.6 | -11 | 0.2
27. O=C(O)c1csc(-c2cccc(Cl)c2)n1
 : 9 | 15 | 10 | 3 | 0 | 1.0 | 10 | 0.0
28. C=C1C(=O)[C@@]23[C@H](O)C[C@@H]4C(C)(C)CC[C@H](O)[C@]4(C)[C@@H]2C[C@H](O)[C@@H]1[C@H]3O
 : -1 | 97* | 1 | 7 | . | -7.2 | 77 | 1.0
29. COc1ccc(CN2CC3(CN(C(=O)C4CCOCC4)C3)c3c(n(C)c4cc(OC)ccc34)[C@@H]2CO)cc1
 : -7 | . | 0 | . | . | 0.1 | 2 | 0.4
30. O=C(O)c1ccc2ncsc2c1
 : -4 | -2 | -17 | -2 | -119 | -1.3 | -9 | 0.0
31. Fc1ccc(C(CNC(=S)NC2CCCCC2)N2CCOCC2)cc1 (configuration not stated)
 : . | 23 | 15 | -2 | -2 | 1.4 | -27 | 0.0
32. C[C@H](CO)N1C[C@H](C)[C@@H](CN(C)S(=O)(=O)c2ccccc2)Oc2ncc(C#CC3CCCCC3)cc2C1=O
 : -2 | . | 9 | -11 | 10 | 1.7 | -17 | 0.6
33. CN(CC(=O)Nc1ccccc1)CC(=O)Nc1ccc(F)cc1
 : 1 | 17 | -5 | 1 | -15 | 1.4 | -5 | 0.3
34. O=S(=O)(NCc1ccccc1)NCc1ccccc1F
 : -1 | 3 | -17 | 2 | . | 1.0 | 2 | 0.3
35. Cc1cccc(-c2ccc(C3[C@@H]4CN(C(=O)Nc5ccc(F)cc5)C[C@H]3N4)cc2)c1 (some centres not stated)
 : -3&-8 | 95*! | -6&-10 | 1&4 | . | -3.7&-13 | -4 | 0.0
36. CN(c1ccccc1)S(=O)(=O)c1ccc(C(=O)NCCc2ccccc2)cc1
 : 9 | -4 | -12 | 1 | 3 | 0.7 | -37 | 0.1
37. CC(=O)c1ccc(-c2cccc(-c3cc(=O)oc4ccc(C(C)(C)C)cc34)c2)cc1
 : 1 | 15 | 14 | -10 | 0 | -0.2 | 2 | 0.0
38. COc1ccccc1CNC(=O)C[C@@H]1CC[C@@H]2[C@H](COc3ccc(NS(=O)(=O)c4ccc(C)cc4)cc3C(=O)N2C)O1
 : -8 | 27 | -6 | 0 | 3 | 0.4 | -8 | 0.2
39. Brc1ccc(N=C(c2ccccc2)c2ccncc2)cc1
 : . | -5 | . | . | -2 | . | 21 | 0.3
40. C/C=C/C(=O)OCC(=O)Nc1cccc(S(=O)(=O)NC2=NCCCCC2)c1
 : 5 | 4 | 5 | 5 | -7 | 1.9 | -1 | 0.0
41. Cn1c(=O)c2[nH]c(C=Cc3ccc4c(c3)OCO4)nc2n(C)c1=O
 : 4 | 10 | -14 | -10 | -10 | -4.4 | 3 | -0.2
42. CO[C@@H]1CN(C)C(=O)c2ccc(NC(=O)c3ccccc3)cc2OC[C@@H](C)N(CC2CC2)C[C@@H]1C
 : -1 | . | -9 | -4 | -3 | 2.0 | -4 | -0.1
43. CCCN(C)C[C@@H]1OCCCC[C@H](C)Oc2ccc(NC(=O)Nc3ccc(F)cc3)cc2C(=O)N([C@H](C)CO)C[C@@H]1C
 : -4 | 8 | -3 | 0 | -3 | -1.1 | -13 | 0.1
44. CN(C)CC(=O)N1[C@H](C#N)[C@@H](c2ccc(C#CC3CC3)cc2)[C@H]1CO
 : 0 | 7 | -13 | 2 | 2 | -2.0 | 1 | 0.1
45. CC(=O)N1CCN(C(C(=O)Nc2c(C)cccc2C)c2cccc(F)c2)CC1 (configuration not stated)
 : -4 | -8 | -11 | -4 | . | -3.2 | 38 | 0.1
46. C[C@@H]1Cn2cnc(C(=O)N(C)Cc3ccccc3)c2C(=O)N1
 : 11 | -19 | -5 | 2 | . | 0.3 | 4 | 0.3
47. COc1ccc(/C=N/NC(=S)Nc2ccccc2)cc1COc1cccc(C)c1C
 : 4 | -14 | 11 | -1 | -4 | 2.3 | 49 | 0.0
48. CC(C)C#Cc1ccc2c(c1)O[C@H](CN(C)CC1CCOCC1)[C@H](C)CN([C@@H](C)CO)S2(=O)=O
 : -5 | . | 6 | 4 | 12 | -3.4 | 11 | 0.6
49. Cc1ccc(C)c(OCCC(=O)NNC(=O)c2ccccc2F)c1
 : -2 | 3 | -4 | -1 | -1 | -1.8 | 10 | 0.0
50. CCc1nc2c(OCc3ccc(OC(F)F)cc3)cccn2c1N(C)C(=O)c1ccco1
 : -2 | 20 | 5 | 1 | . | 2.7 | -2 | 0.0
51. COc1ccc(C(=O)N2C=Cc3ccccc3C2C(N)=O)cc1 (configuration not stated)
 : 0 | 1 | 13 | -9 | . | -0.9 | 7 | 0.0
52. C/C(=N\N1CCN(c2ccc(Cl)cc2)CC1)c1ccco1
 : -4 | 9 | 4 | ? | -10 | . | . | 0.4
53. N#C/C(=C\c1c(N2CCCCC2)nc2ccccn2c1=O)C(=O)NC1CCS(=O)(=O)C1 (configuration not stated)
 : . | 5 | . | . | -1 | . | 10 | -0.1
54. Clc1cccc(Cc2c(-c3ccco3)nc3ccc(Br)cn23)c1
 : -2 | 36 | 19 | 0 | . | 4.2 | . | 0.2
55. C[C@H]1CN([C@@H](C)CO)C(=O)c2cc(NC(=O)c3ccncc3)ccc2O[C@@H]1CN(C)S(=O)(=O)c1ccc(F)cc1
 : -9 | -8 | 3 | 1 | -4 | 2.8 | 15 | 2.3
56. CCC(CO)NCc1cc(OC)c(OCC(=O)NCCc2ccccc2)cc1Br (configuration not stated)
 : . | -6 | . | . | -12 | . | 14 | -0.1
57. Cc1ccnc(N2C(=O)CSC2c2ccc(Cl)cc2)c1 (configuration not stated)
 : . | 10 | . | . | -3 | . | 12 | 0.0
58. CCCC(=O)Nc1ccc2c(c1)C(=O)N(C)[C@H]1CC[C@H](CC(=O)NCc3ccccc3)O[C@H]1CO2
 : -3 | 6 | -8 | 4 | -11 | 1.1 | 0 | 0.2
59. CCCCSCc1nc2nc(Cl)c(Cl)nc2[nH]1
 : -6 | -34 | -5 | 5 | . | -5.0 | . | -0.1
60. CC(=O)Oc1ccc(/C=C2\C=C(c3ccc(C)cc3)OC2=O)cc1
 : 1 | -17 | 1 | 0 | 4 | -2.7 | -3 | 0.1
61. C[C@@H]1CN([C@H](C)CO)C(=O)c2cc(-c3ccccc3F)cnc2O[C@@H]1CN(C)C(=O)NC1CCCC1
 : 7 | -5 | -7 | -2 | -2 | 1.4 | 4 | -0.3
